GAA850 FXN act: increases GAA850 frataxin promoter reporter activity. activation, % at 6 µM. 0.56% of 360,000 active. HEK293 lucGAA850 FXN promoter luciferase reporter, 24 h; percent of 10 µM SAHA response. AID 540364;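 active = activation above the average of all compounds screened plus 3 SD, cutoff fixed separately per campaign, cut at about 7.5% in these data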;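 note: 0% = DMSO wells and 100% = 10 µM SAHA wells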
PG9 Ab binder: PG9 antibody binding by small molecule; TR-FRET gp120-PG9 antibody binding; 0.43% of 360,000 active; inhibition, % at 6.7 µM; in the data active = inhibition above about 8.5%
ssDAF12 agonist: activates DAF-12 receptor from parasite S. stercoralis | HEK293 ssDAF-12/GRIP1 lit1-tk-luc reporter, luminescence; % of 3 µM dafachronic acid response | 1% of 370,000 active | AID 652126 | activation, % at 6.8 µM;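 active = activation above the mean over all tested compounds plus 3 SD, cut at about 0.9% in these data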;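 note: 0% = DMSO-only wells and 100% = 3 µM delta7-dafachronic acid wells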
hcDAF12 agonist: activates DAF-12 receptor from parasite H. contortus; HEK293 hcDAF-12 lit1-tk-luc reporter, luminescence; 0% DMSO, 100% Δ7-dafachronic acid; activation, % at 6.8 µM; 1.4% of 370,000 active; AID 652067;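 active = activation above the mean of all tested compounds plus 3 SD, cut at about 5.5% in these data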;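 note: 100% = response to 3 µM Δ7-dafachronic acid high control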
DAX1 inh-1: DAX1 (NR0B1) inhibition, primary screen; HEK293T StAR-luciferase reporter, SF-1/DAX-1 repression relief; AID 652010; 1.1% of 370,000 active; inhibition, % at 6.8 µM;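 active = inhibition above the mean over all tested compounds plus 3 SD, cut at about 3.6% in these data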;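 note: 0% = DAX-1 cells with DMSO and 100% = cells lacking DAX-1 with DMSO; higher inhibition means more luminescence from relief of DAX-1 repression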
PLCb3 inh: inhibitors of human phospholipase C beta3. AID 720704. inhibition, % at 12.2 µM. 0.18% of 370,000 active. Purified PLC-beta3, fluorogenic substrate, fluorescence; in the data active = inhibition above about 11%;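 note: 0% = median of compound wells on plate and 100% = full blocker control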
Target sequence (Q01970 whole entry, looked up): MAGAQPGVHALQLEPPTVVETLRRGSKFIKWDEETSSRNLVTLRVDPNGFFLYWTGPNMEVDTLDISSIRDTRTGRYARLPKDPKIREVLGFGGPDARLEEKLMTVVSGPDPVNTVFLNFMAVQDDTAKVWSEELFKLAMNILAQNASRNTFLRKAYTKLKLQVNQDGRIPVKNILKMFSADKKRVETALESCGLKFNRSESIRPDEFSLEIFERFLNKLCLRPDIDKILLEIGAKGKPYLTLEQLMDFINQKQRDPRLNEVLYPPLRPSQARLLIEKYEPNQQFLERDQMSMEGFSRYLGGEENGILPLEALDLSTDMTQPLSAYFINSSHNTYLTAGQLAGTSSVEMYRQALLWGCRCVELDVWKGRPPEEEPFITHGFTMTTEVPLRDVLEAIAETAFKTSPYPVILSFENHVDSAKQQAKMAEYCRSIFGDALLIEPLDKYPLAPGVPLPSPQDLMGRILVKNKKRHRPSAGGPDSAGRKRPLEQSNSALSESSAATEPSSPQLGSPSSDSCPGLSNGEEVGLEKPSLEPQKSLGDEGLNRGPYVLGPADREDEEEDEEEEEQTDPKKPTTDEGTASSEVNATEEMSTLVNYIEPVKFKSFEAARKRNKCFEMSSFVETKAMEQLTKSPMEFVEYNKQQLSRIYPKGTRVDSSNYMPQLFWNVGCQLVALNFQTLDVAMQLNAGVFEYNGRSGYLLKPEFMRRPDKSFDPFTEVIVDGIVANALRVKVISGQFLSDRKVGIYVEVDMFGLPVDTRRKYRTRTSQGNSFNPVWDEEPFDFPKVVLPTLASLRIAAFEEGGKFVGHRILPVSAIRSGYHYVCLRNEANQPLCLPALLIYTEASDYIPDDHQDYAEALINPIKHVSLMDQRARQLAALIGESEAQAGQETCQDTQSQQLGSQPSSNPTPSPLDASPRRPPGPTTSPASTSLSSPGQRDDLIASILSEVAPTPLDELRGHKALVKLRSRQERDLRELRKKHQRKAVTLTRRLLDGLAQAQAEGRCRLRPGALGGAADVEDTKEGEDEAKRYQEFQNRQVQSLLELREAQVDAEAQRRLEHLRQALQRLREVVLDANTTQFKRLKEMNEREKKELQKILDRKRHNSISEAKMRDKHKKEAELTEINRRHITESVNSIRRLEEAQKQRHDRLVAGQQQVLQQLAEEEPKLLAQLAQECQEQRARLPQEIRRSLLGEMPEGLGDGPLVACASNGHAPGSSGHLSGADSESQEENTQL
Rev-erbA mod: modulators of human Rev-erb alpha DNA binding; P20393; Rev-erbα–FITC-DNA binding, fluorescence polarization, 90 min; activity, % at 10 µM; 0.79% of 370,000 active; AID 1259318;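 active = activity above about 14%, limit read from the data; passing the limit was not always enough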;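 note: 0% = DMSO wells with 35 nM protein and 100% = DMSO wells with 750 nM protein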
sPLA2-III inh: Blocks human group III sPLA2 activity. Q9NZ20. QFRET BODIPY PC-A2 liposome hydrolysis, fluorescence. inhibition, % at 12.2 µM. 0.56% of 370,000 active;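 active = inhibition above mean plus 3 SD of compounds lying within the high and low control bounds, cut at about 19% in these data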;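 note: 0% = median of test compound wells and 100% = no enzyme DMSO wells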
DAX1 inh-2: NR0B1 (DAX1) inhibition | 0.99% of 340,000 active | AID 504766 | inhibition, % at 6.75 µM | P51843 | HEK293 Gal4-DAX1 luciferase reporter, luminescence;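 active = inhibition above the mean over all tested compounds plus 3 SD, cut at about 4.2% in these data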;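 note: 0% = DAX1-transfected cells with DMSO and 100% = empty-vector control cells with DMSO; inhibition shows as a rise in luminescence from relieved DAX1 repression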
hgDAF12 agonist: hgDAF-12 agonism, primary luciferase screen; HEK293 GAL4-hgDAF12 UAS-luciferase reporter, agonist luminescence; normalized to butyrate control; activation, % at 6.8 µM; 1.8% of 370,000 active;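 active = activation above a cutoff set at the mean of all screened compounds plus 3 SD, cut at about 10% in these data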;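 note: 0% = DMSO wells and 100% = sodium butyrate wells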
SMARCA2 activ: increases SMARCA2 function in MMTV reporter cells; MG213 cells, MMTV-luciferase reporter, dexamethasone, overnight; activation, % at 9.1 µM; 1% of 370,000 active; in the data active = activation above about 7.8%;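 note: 0% = vehicle wells and 100% = reference activator wells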
* marks the source's active call; other numbers are inactive results; . = no result given. Hits appear at their usual frequency; any-hit rate near 7%.

nr	SMILES	GAA850 FXN act	PG9 Ab binder	ssDAF12 agonist	hcDAF12 agonist	DAX1 inh-1	PLCb3 inh
1	O=C(NCC1COc2ccccc2O1)c1cccc(S(=O)(=O)N2CCOCC2)c1 (centres undefined)	2.0	4.8	-1.3	2.3	-0.1	-3.8
2	Cc1[nH]c(=O)[nH]c(=O)c1NC(=O)c1ccccc1[N+](=O)[O-]	0.6	-0.3	-0.4	-1.0	0.5	-0.8
3	CCCNC(=O)Nc1ccc2c(c1)nc(C)n2C	1.1	1.1	-1.1	-0.4	0.4	0.6
4	O=C(CCc1ccccc1)NC(=S)Nc1cccc(Br)c1	1.4	-0.2	-1.4	-1.3	-0.1	-3.6
5	Cc1nn(C)c(C)c1N=Cc1c(O)ccc2ccccc12	-0.8	0.3	-1.9	-0.1	-0.4	-16.4
6	CCOc1c(Cl)cc(/C=C/C(=O)N(CC)CC(=O)Nc2ccc(NC(C)=O)cc2)cc1OC	-0.4	-0.1	-0.8	-1.6	-0.6	-11.9
7	CC(C)c1ccc(/C=N/n2c(COc3ccccc3)n[nH]c2=S)cc1	2.1	0.0	-0.2	3.5	0.4	-5.2
8	O=C(c1ccc(F)cc1)N(Cc1cccs1)C1CCS(=O)(=O)C1 (centres undefined)	1.4	-2.4	-0.6	-0.8	0.2	-4.2
9	O=C(C1CC1)N1CCc2cc(S(=O)(=O)N3CCN(c4ccccc4)CC3)ccc21	1.1	0.8	-0.8	-1.7	-0.5	-5.5
10	CC12CCC(=O)C=C1CCC1C2CCC2(C)C1CC1C3C(=O)N(Cc4ccccc4)C(=O)C3CC(=O)C12 (centres undefined)	5.9	0.5	-1.2	-1.9	-0.4	-0.3
11	C=C(Cl)COC(=O)[C@H]1C2C=CC(C2)C1C(=O)O (some centres undefined)	-2.5	1.8	-0.6	0.0	1.4	1.0
12	CC1CCCC(C)N1C(=O)C1CCCCC1 (centres undefined)	2.5	-0.1	-1.5	-0.9	0.3	4.3

nr	Rev-erbA mod	sPLA2-III inh	DAX1 inh-2	hgDAF12 agonist	SMARCA2 activ
1	-4.9	-1.4	1.9	-0.3	-0.8
2	1.1	6.1	0.9	3.1	-4.3
3	-2.1	-4.5	0.1	-0.9	0.4
4	-1.2	-5.0	0.9	6.2	1.1
5	3.8	-1.1	2.5	-0.5	0.1
6	-3.7	-6.7	-0.8	-2.1	-3.5
7	-1.6	-6.2	1.7	-2.0	-1.2
8	0.5	-0.3	0.3	0.8	1.9
9	-2.1	-0.9	0.0	-0.2	-2.8
10	-1.5	-1.5	0.7	-2.3	3.2
11	-1.8	-1.1	0.5	0.0	1.4
12	3.7	-0.2	-0.8	0.4	1.6

Quoted at random: three records from the list.
nr	SMILES	GAA850 FXN act	PG9 Ab binder	ssDAF12 agonist	hcDAF12 agonist	DAX1 inh-1	PLCb3 inh
10	CC12CCC(=O)C=C1CCC1C2CCC2(C)C1CC1C3C(=O)N(Cc4ccccc4)C(=O)C3CC(=O)C12 (centres undefined)	5.9	0.5	-1.2	-1.9	-0.4	-0.3
8	O=C(c1ccc(F)cc1)N(Cc1cccs1)C1CCS(=O)(=O)C1 (centres undefined)	1.4	-2.4	-0.6	-0.8	0.2	-4.2
4	O=C(CCc1ccccc1)NC(=S)Nc1cccc(Br)c1	1.4	-0.2	-1.4	-1.3	-0.1	-3.6

nr	Rev-erbA mod	sPLA2-III inh	DAX1 inh-2	hgDAF12 agonist	SMARCA2 activ
10	-1.5	-1.5	0.7	-2.3	3.2
8	0.5	-0.3	0.3	0.8	1.9
4	-1.2	-5.0	0.9	6.2	1.1

Later entries:
nr	SMILES	GAA850 FXN act	PG9 Ab binder	ssDAF12 agonist	hcDAF12 agonist	DAX1 inh-1	PLCb3 inh
13	O=C1C2C3C=CC(C3)C2C(=O)N1c1ccc(Cc2ccncc2)cc1 (centres undefined)	1.1	0.9	-1.9	-2.8	-1.9	0.2
14	CCOC(=O)N1CCC(N2Cc3cccc(C(=O)Nc4ccc(CC)cc4)c3C2=O)CC1	2.6	-1.9	0.0	2.8	-0.4	2.1
15	O=C(Nc1oc2ccccc2c(=O)c1-c1ccc2c(c1)OCO2)c1ccco1	3.4	0.0	-1.4	-2.5	0.3	-3.6
16	CCC(C)NC(=O)Cn1nc(C(F)(F)F)c2c1CCC2 (centres undefined)	-0.5	0.9	-1.2	-1.8	-0.2	0.3
17	S=C(Nc1ccccc1)Nc1cc(Cl)ccc1Oc1ccccc1	0.1	-1.3	-1.6	-1.3	-1.0	-0.1
18	Cc1ccc(C(C(=O)NC(C)(C)C)N(CC2CCCO2)C(=O)c2csnn2)cc1 (centres undefined)	1.8	1.5	-0.2	-2.5	-0.3	-6.5
19	O=C(Cc1ccccc1)N1CCCC(c2nc(-c3cccs3)no2)C1 (centres undefined)	0.0	0.3	-1.3	-1.7	-1.7	3.2
20	NC(=O)CC(NC(=O)c1ccccc1)c1ccc(NCCc2ccc(F)cc2)c([N+](=O)[O-])c1 (centres undefined)	-0.2	0.6	-1.6	-0.4	0.0	1.4
21	CCC(=O)Nc1ccc(C(=O)NNC(=O)C(c2ccccc2)c2ccccc2)cc1	-1.6	0.3	-1.8	-2.1	-0.1	0.2
22	O=C1c2ccccc2NC(c2cccc(F)c2)N1Cc1ccco1 (centres undefined)	2.3	1.3	-1.3	0.7	-0.5	-433.6
23	COc1cccc2sc3ccc(NCCC4CCCN4C)cc3c(=O)c12 (centres undefined)	2.0	-12.2	-1.1	-0.5	0.2	-118.8
24	CCc1nn(CC(=O)NCCCN(CC)Cc2ccccc2)c(=O)c2cc3sccc3n12	-1.0	-1.5	-1.6	-1.3	0.3	2.8

nr	Rev-erbA mod	sPLA2-III inh	DAX1 inh-2	hgDAF12 agonist	SMARCA2 activ
13	-2.6	-3.1	-1.3	-3.9	-3.2
14	-3.2	-1.1	1.9	0.2	-0.8
15	0.9	11.2	1.5	-0.3	0.8
16	-2.3	2.9	-0.2	-2.4	-4.4
17	-7.3	7.4	0.9	-0.4	-8.3
18	1.0	7.0	0.1	-0.2	-0.1
19	4.7	-0.5	-0.9	5.0	-1.9
20	-3.1	8.8	1.1	-1.8	-2.0
21	5.7	16.9	-0.9	-4.6	-1.2
22	-4.1	-6.2	1.3	-0.6	1.4
23	-16.2	0.6	0.4	1.5	-0.4
24	4.8	-1.5	0.9	0.9	-2.3

Next compounds
nr	SMILES	GAA850 FXN act	PG9 Ab binder	ssDAF12 agonist	hcDAF12 agonist	DAX1 inh-1	PLCb3 inh
25	O=C(c1ccc(-c2cccc(C(F)(F)F)c2)o1)N1CCCC(C(F)(F)F)C1 (centres undefined)	2.5	0.0	-1.2	0.6	0.5	-9.4
26	CC/C(=N/Nc1ccccc1Cl)c1cnnc(-c2ccccc2)n1	0.1	-2.6	-0.7	1.8	0.3	3.5
27	Cc1cc(C)nc(NC(=O)c2c(-c3ccccc3Cl)noc2C)c1	0.1	-0.2	-1.7	-2.4	-1.0	0.7
28	CCOc1ccccc1NC(=O)c1ccc2c(=O)n3c(nc2c1)CCCCC3	-0.6	-0.6	-0.7	-2.3	-0.3	-4.1
29	CCn1c2ccccc2c2nnc(SCC(=O)NC(CC(C)C)C(=O)OC)nc21 (centres undefined)	-0.8	-1.9	-0.8	-1.0	0.0	1.7
30	Cc1cccc(NC(=O)NNC(=O)c2ccc3ccccc3c2O)c1	1.4	-2.0	-0.9	1.5	0.6	-74.8
31	COc1ccc(NC(=S)NCCSc2ccc(Cl)cc2)c(OC)c1	-0.5	0.6	-1.4	-2.6	-0.4	4.6
32	O=S1(=O)N[C@@H](Cc2ccccc2)COc2cc(N3CCCCC3)ccc21	.	0.6	0.1	-0.8	-0.1	-1.3
33	C/C(=N\NC(=O)CC1N=C(Cc2ccccc2)NNC1=O)c1ccc(Cl)cc1Cl (centres undefined)	-1.7	-1.2	-1.1	-0.6	-0.8	-2.5
34	Cc1nc2nc(-c3ccco3)[nH]n2c(=O)c1C	-1.0	-2.4	-1.1	-0.9	0.4	-3.4
35	O=c1ccc2ccccc2c2ccccc12	.	1.0	-2.0	-3.2	-7.4	-0.1
36	Cn1cnnc1SCC(=O)NN1C(=O)NC(C)(c2ccccc2)C1=O (centres undefined)	-0.1	0.2	-1.2	-0.3	-0.2	-5.9

nr	Rev-erbA mod	sPLA2-III inh	DAX1 inh-2	hgDAF12 agonist	SMARCA2 activ
25	7.3	0.9	0.0	-2.5	1.4
26	-0.7	-4.8	0.2	-0.9	1.1
27	1.5	7.6	1.2	2.8	-2.5
28	-1.9	1.6	0.3	-2.3	-1.7
29	-2.7	7.3	0.7	1.4	7.8*
30	2.8	28.5*	0.7	-0.2	-2.3
31	-0.5	7.5	-0.5	-1.7	1.6
32	-3.1	-5.0	.	0.3	-1.9
33	1.2	1.6	0.4	-1.0	-1.3
34	-2.4	-2.2	-0.3	2.1	-2.6
35	1.6	-3.3	.	-9.6	-7.7
36	0.3	0.7	-0.9	2.0	-2.1

(list continues)
nr	SMILES	GAA850 FXN act	PG9 Ab binder	ssDAF12 agonist	hcDAF12 agonist	DAX1 inh-1	PLCb3 inh
37	O=C(CSc1nc2ccccc2[nH]1)N=Nc1c(O)[nH]c2ccccc12	3.2	-5.4	0.5	9.1*	0.3	2.9
38	CCc1nnc(NC(=O)c2cccc(S(=O)(=O)N3CCN(C(C)=O)CC3)c2)s1	0.2	-0.5	-1.7	-0.5	-0.7	-2.3
39	CN(c1cc2c(c3c1ccn3C)C1CCC2C1)C1CCCCC1 (centres undefined)	.	-0.6	-0.7	-1.6	-2.4	-2.8
40	C/C(=N\NC(=O)c1ccc(NS(=O)(=O)c2cccs2)cc1)c1ccc(Cl)cc1	1.4	-1.1	-0.9	-0.8	0.1	-7.2
41	Cc1ccc(NC(=S)NNC(=O)CSc2nnc(-c3ccc(C)cc3)n2C2CCCCC2)cc1	.	.	-1.4	-4.3	-0.5	2.2
42	COCCN(C(=O)COC(=O)CCc1nc2ccccc2s1)c1c(N)n(Cc2ccccc2)c(=O)[nH]c1=O	2.8	0.2	-1.1	1.0	0.2	-9.8
43	CC(C)c1ccc(NC(=O)O[C@H]2CC[C@@]34CCCN3C(=O)CCC[C@H]4[C@H]2C)cc1	.	.	-2.3	-4.3	.	1.8
44	CCc1nnc(NC(=O)CSc2nc3cc4c(cc3cc2CC)OCCO4)s1	0.9	1.7	-0.8	-1.0	0.3	-0.4
45	COc1ccc(NC(=O)CSc2nc3c([nH]c4ccccc43)c(=O)n2C)c(OC)c1	1.0	0.3	0.9*	4.6	1.1	-1.1

nr	Rev-erbA mod	sPLA2-III inh	DAX1 inh-2	hgDAF12 agonist	SMARCA2 activ
37	3.7	-19.9	1.4	3.4	5.1
38	-2.4	-3.4	0.8	0.7	3.8
39	2.0	3.6	.	-4.8	1.2
40	1.7	-14.2	0.0	7.0	9.1*
41	-0.2	24.1*	.	-0.3	-1.6
42	7.9	2.1	0.1	1.0	-1.4
43	-0.8	2.2	.	-3.7	.
44	89.7*	-7.2	0.9	3.3	-0.5
45	10.6	7.2	1.4	0.9	-1.3

Shown as a hit in Rev-erbA mod (from the list above):
no.	Compound	PG9 Ab binder	ssDAF12 agonist	hcDAF12 agonist	DAX1 inh-1	PLCb3 inh	Rev-erbA mod	sPLA2-III inh	DAX1 inh-2	SMARCA2 activ
44	CCc1nnc(NC(=O)CSc2nc3cc4c(cc3cc2CC)OCCO4)s1	1.7	-0.8	-1.0	0.3	-0.4	89.7*	-7.2	0.9	-0.5
